V-ATPase pHluor: regulators of yeast V-ATPase proton pumping, primary screen, pHLuorin cytosolic pH fluorescence; response, % at 10 µM; S. cerevisiae; AID 504577, 2011; 350,000 compounds, 0.37% hits; in the data active = response mostly above about 7.3%, no sharp cut-off; inactive = mostly below about 5.4%; note: actives read high; inactives centre near 0; some compounds called inactive have numbers as strong as hits
Keap1 Nrf2 FP: Keap1-Nrf2 protein-protein interaction inhibitors, primary screen, biochemical, fluorescence polarization, single point. Kelch-like ECH-associated protein 1 (Homo sapiens), Q14145. Keap1 Kelch-Nrf2 peptide fluorescence polarization, 1536-well. inhibition, % at 9.4 µM. 340,000 compounds, 0.15% hits; in the data active = inhibition above about 12%;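 note: human Keap1 Kelch domain with fluorescein labeled Nrf2 9mer peptide probe; 0% = neutral control wells and 100% = peptide positive control; higher means more block of Keap1 binding to Nrf2 peptide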
DSG3 Ab inh: inhibitors of pemphigus antibody binding to DSG3, primary screen, biochemical, bead-based, flow cytometry, scFv-GFP | binding (percent of control), % at 10 µM | 310,000 compounds, 0.48% hits | Desmoglein-3 (Homo sapiens), P32926 | DSG3-coupled beads, scFv-anti-DSG3-GFP binding; active compounds read low;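 active = binding more than 3 SD below its plate's average and above zero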;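 note: hits lower antibody fragment binding to DSG3; some compounds called inactive have numbers as strong as hits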
Target sequence (P32926 whole entry, looked up, the tested form may be a part): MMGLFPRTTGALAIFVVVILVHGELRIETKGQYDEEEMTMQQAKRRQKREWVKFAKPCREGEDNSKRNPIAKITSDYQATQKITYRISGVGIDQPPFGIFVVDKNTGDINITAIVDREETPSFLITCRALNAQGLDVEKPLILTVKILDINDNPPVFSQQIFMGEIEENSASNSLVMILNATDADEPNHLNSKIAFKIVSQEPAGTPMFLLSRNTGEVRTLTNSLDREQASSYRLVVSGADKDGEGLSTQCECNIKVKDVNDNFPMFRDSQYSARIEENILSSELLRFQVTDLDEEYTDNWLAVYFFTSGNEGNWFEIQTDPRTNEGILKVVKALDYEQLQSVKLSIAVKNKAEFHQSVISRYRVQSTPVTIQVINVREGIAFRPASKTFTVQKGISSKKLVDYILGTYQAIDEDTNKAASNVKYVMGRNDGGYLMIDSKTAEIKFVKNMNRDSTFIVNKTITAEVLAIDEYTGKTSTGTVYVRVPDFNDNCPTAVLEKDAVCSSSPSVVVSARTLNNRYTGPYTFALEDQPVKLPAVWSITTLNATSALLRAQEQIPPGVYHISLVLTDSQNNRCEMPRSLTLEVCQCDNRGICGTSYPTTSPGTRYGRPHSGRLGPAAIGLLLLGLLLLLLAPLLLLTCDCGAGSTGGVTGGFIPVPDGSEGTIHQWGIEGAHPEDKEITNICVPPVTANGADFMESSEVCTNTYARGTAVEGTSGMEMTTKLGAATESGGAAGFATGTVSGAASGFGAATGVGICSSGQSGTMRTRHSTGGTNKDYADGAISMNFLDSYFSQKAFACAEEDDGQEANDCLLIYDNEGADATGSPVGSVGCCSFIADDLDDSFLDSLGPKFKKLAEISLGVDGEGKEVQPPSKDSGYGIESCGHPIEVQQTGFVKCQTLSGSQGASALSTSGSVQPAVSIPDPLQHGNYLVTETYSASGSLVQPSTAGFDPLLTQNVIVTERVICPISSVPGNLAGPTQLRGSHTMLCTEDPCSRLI
Arrestin-AP2 inh: inhibitors of beta-arrestin/AP2 binding, primary screen, biochemical, GPCR trafficking, flow cytometry; 340,000 compounds, 0.31% hits; inhibition, % at 10 µM; FITC-arrestin peptide / GST-AP2 beads; AP2 beta2 appendage carries R879A mutation; beta-arrestin 1 C-terminal peptide binding to AP2 beta2-adaptin appendage (human);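 active = inhibition above a set limit, near 3 SD of compounds lacking own fluorescence, cut at about 54% in these data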;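 note: plate controls were DMSO wells for no effect and 5 µM unlabelled arrestin peptide for full effect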
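System: GST-AP2 R879A bound to glutathione beads, E. coli-expressed. Also added: 50 nM FITC-arrestin peptide. Schedule: compound with beads 12 min RT, then probe 1 h RT. Signal: bead flow cytometry, FITC channel. Read-out basis: percent response.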
CAL PDZ FP-1: CAL PDZ peptide-binding inhibitors, primary screen, biochemical, fluorescence polarization, Cer-tagged CAL PDZ, HTS; purified CAL PDZ, TMR-peptide fluorescence polarization, 1 h; AID 504414, 2011; Golgi-associated PDZ and coiled-coil motif-containing protein (Homo sapiens), Q9HD26; inhibition, % at 20 µM; 330,000 compounds, 0.02% hits;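 active = highest replicate inhibition of at least 40%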;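 note: plate controls were DMSO neutral control wells for no effect and unlabeled competitor peptide control wells for full effect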
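Read-out basis: mP drop reported as inhibition | Assay system: Tagged CAL PDZ protein CerCALP, purified | Benchmarks: Unlabelled peptide for full inhibition, DMSO wells as neutral | Schedule: 1 h incubation at room temperature before polarization reading | Buffer or medium: Sodium phosphate/NaCl buffer pH 7.4 with TCEP, IgG, Thesit | Doses: Single point, 20 µM | Measured by: Fluorescence polarization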
NSD2 HMT inh: NSD2 histone methyltransferase inhibitors, primary screen, biochemical, AlphaScreen, single concentration, set 2; Histone-lysine N-methyltransferase NSD2 (Homo sapiens), O96028; NSD2 peptide methylation, 120 min; inhibition, % at 12.5 µM; 310,000 compounds, 0.54% hits; in the data active = inhibition above about 50%
CAL PDZ FP-2: untagged CAL PDZ binding inhibitors, primary screen, biochemical, fluorescence polarization, HTS; 300,000 compounds, 0.92% hits; inhibition, % at 24.9 µM; purified CAL PDZ, TMR-peptide fluorescence polarization, 1 h; AID 602252, 2012; Golgi-associated PDZ and coiled-coil motif-containing protein (Homo sapiens), Q9HD26;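 active = mean inhibition of at least 30% with at least half of replicates also reaching 30%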;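 note: 0% = DMSO neutral control and 100% = excess unlabeled competitor peptide PRC23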
C-LANA FP: inhibitors of KSHV C-LANA binding to DNA, primary screen, biochemical, fluorescence polarization, FAM-LBS DNA, MBP-C-LANA, single point; Kaposi's sarcoma herpesvirus LANA C-terminal domain (residues 932-1162) DNA binding; inhibition, % at 9 µM; 340,000 compounds, 0.078% hits; AID 504423, 2011;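 active = highest replicate inhibition at or above 60% at 9 µM, even if other replicates fall short; inactive = all replicates below 60% inhibition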;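 note: 0% = neutral control wells and 100% = 4 µM acridine orange control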
RTF Ca sens inh: cardiac RTF calcium sensitivity inhibitors, primary screen, biochemical, IANBD-TnC fluorescence, EC70 calcium; AID 493244, 2011; Troponin I, cardiac muscle (Homo sapiens) + Troponin T, cardiac muscle (Homo sapiens) + …; IANBD-labeled cardiac RTF, Ca2+ fluorescence; 340,000 compounds, 0.12% hits; inhibition, % at 7.15 µM;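 active = inhibition above the mean inhibition of all tested compounds plus 3 SD, cut at about 17% in these data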;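 note: assay run at fixed EC70 calcium of 1.6 mM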
DAGLB inhibitor: DAGLB lipase inhibitors, primary screen, biochemical, fluorescence, HTS; 340,000 compounds, 0.059% hits; inhibition, % at 5.17 µM; AID 504411, 2011; Diacylglycerol lipase-beta (Homo sapiens), Q8NCG7; HEK293T DAGLB membrane lysate, EnzChek fluorogenic substrate; in the data active = inhibition above about 34%;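 note: 0% = enzyme with vehicle and 100% = wells lacking enzyme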
* = called active by the depositor; . = no result given. An excerpt. The share of hits here may be higher or lower than overall.

V-ATPase pHluor	Keap1 Nrf2 FP	DSG3 Ab inh	Arrestin-AP2 inh	CAL PDZ FP-1	NSD2 HMT inh	CAL PDZ FP-2	C-LANA FP	RTF Ca sens inh	DAGLB inhibitor	Structure
0	1	81	-1	-2.4	-2	-4	-0.3	-11	-2	CS(=O)(=O)N1CCCC(C(=O)NCCc2ccc(Cl)cc2)C1 (centres undefined)
-1	.	110	3	.	1	.	.	.	.	Cc1cc(=O)n2c(n1)NC(=NCc1ccccc1)NC2c1ccccc1 (centres undefined)
-3	-2	95	17	-7.0	3	-6	-3.6	-2	-1	COc1ccccc1Cn1c(=S)[nH]c2cc(C(=O)NCCN(C)C)ccc2c1=O
2	2	.	-3	-0.6	-3	.	-0.5	-22	-10	Fc1ccc(OCc2nnc(-c3ccccc3Br)o2)c(Cl)c1
-1	-8	107	0	.	0	-4	0.2	-4	1	CC1=C(C(=O)OCC(C)C)C(c2cc3c(cc2Br)OCO3)NC(=O)N1C (centres undefined)
-1	-1	112	-3	-2.9	0	.	-0.7	-8	1	Cc1cccc(CSC2=NCCN2C(=O)C2CC2)c1
0	35*	101	27	-1.5	0	0	21	-3	-1	O=C(Nc1ccccc1C(=O)N1CCCCCC1)c1ccc(F)cc1
6	-2	103	7	-0.7	0	.	-0.3	-8	-1	Nc1nnc(SCc2coc(-c3ccc(Cl)cc3)n2)s1
1	-3	101	15	-1.4	0	-3	-0.2	-8	0	CN(C)CCCNc1c2c(nc3cc(-c4cccc(F)c4)nn13)CCC2
-1	0	100	1	0.1	-2	-8	-6.5	7	0	Nc1ccc(C(=O)O)cc1S(=O)(=O)O
-1	2	95	-3	-0.7	-6	-2	3.0	-2	-1	O=C1c2cnc3ncnn3c2CC2c3ccccc3CCN12 (centres undefined)
13*	-4	.	3	0.4	1	-2	2.8	-4	2	Cc1c(Cl)cccc1-n1cnc(=O)c2ccccc21

One compound at a time (already shown). Screens in order: V-ATPase pHluor | Keap1 Nrf2 FP | DSG3 Ab inh | Arrestin-AP2 inh | CAL PDZ FP-1 | NSD2 HMT inh | CAL PDZ FP-2 | C-LANA FP | RTF Ca sens inh | DAGLB inhibitor
Record of `CN(C)CCCNc1c2c(nc3cc(-c4cccc(F)c4)nn13)CCC2` = 1 | -3 | 101 | 15 | -1.4 | 0 | -3 | -0.2 | -8 | 0
Record of `Fc1ccc(OCc2nnc(-c3ccccc3Br)o2)c(Cl)c1` = 2 | 2 | . | -3 | -0.6 | -3 | . | -0.5 | -22 | -10
Record of `Nc1ccc(C(=O)O)cc1S(=O)(=O)O` = -1 | 0 | 100 | 1 | 0.1 | -2 | -8 | -6.5 | 7 | 0

(next part)
V-ATPase pHluor	Keap1 Nrf2 FP	DSG3 Ab inh	Arrestin-AP2 inh	CAL PDZ FP-1	NSD2 HMT inh	CAL PDZ FP-2	C-LANA FP	RTF Ca sens inh	DAGLB inhibitor	Structure
2	2	100	30	-0.6	.	1	1.8	-8	-9	COc1ccccc1CNC(=O)C1CC(c2ccccc2C(F)(F)F)=NO1 (centres undefined)
1	0	99	.	-1.3	.	-1	-0.3	3	-3	O=C(c1ccccc1)N1CCC(CC2CC(c3cccc(Br)c3)=NO2)(C(=O)NCC2CCCCC2)CC1 (centres undefined)
-4	-7	100	0	-0.9	-2	.	1.8	3	-10	CNC(=S)N1N=C(c2ccc(Br)cc2)CC1c1ccc(Br)cc1 (centres undefined)
4	-2	101	18	-1.9	.	1	-0.1	-10	-6	COc1ccc2c(=O)c(-c3ccccc3)coc2c1
5	-4	114	3	-1.1	3	.	-3.9	2	0	O=C(/C=C/c1ccco1)N(Cc1ccc(Cl)cc1)C1CCS(=O)(=O)C1 (centres undefined)
-1	-6	97	1	-2.0	-1	-1	2.6	-5	-4	Cc1ccc(S(=O)(=O)N2CCC(C(=O)OCC(=O)NCc3cccc(Cl)c3)CC2)cc1C
-1	-3	98	-16	-1.3	0	-5	-2.1	-24	0	Cc1csc2nc(O)c(C(=O)NCCC3=CCCCC3)c(=O)n12
9	0	98	8	-2.3	-2	1	-1.1	-7	-3	COc1cccc(-n2nc(C(=O)N3CC(C)CC(C)C3)c3ccccc3c2=O)c1 (centres undefined)
1	-7	92	11	-0.9	-1	-2	2.1	-6	3	O=C(c1ccco1)N1CCN(Cc2nc3cc(Cl)ccc3c(=O)[nH]2)CC1
-2	0	109	12	26	-2	0	0.6	-3	-2	Cc1ccc(C)c(N(CC(=O)NC(C)(C)C)C(=O)CCC(=O)Nc2nccs2)c1
1	-6	99	-4	0.7	.	-9	0.1	-4	2	OCCOCCNc1ncnc2nc[nH]c12
-1	2	.	-5	-0.3	2	.	1.9	-3	2	CCNc1cc(=O)n(C)c(=O)n1C

Keap1 Nrf2 FP: hit marks shown above
V-ATPase pHluor	Keap1 Nrf2 FP	DSG3 Ab inh	Arrestin-AP2 inh	CAL PDZ FP-1	NSD2 HMT inh	CAL PDZ FP-2	C-LANA FP	RTF Ca sens inh	DAGLB inhibitor	Structure
0	35*	101	27	-1.5	0	0	21	-3	-1	O=C(Nc1ccccc1C(=O)N1CCCCCC1)c1ccc(F)cc1

Structural class, the entries above containing fluorine.
V-ATPase pHluor	Keap1 Nrf2 FP	DSG3 Ab inh	Arrestin-AP2 inh	CAL PDZ FP-1	NSD2 HMT inh	CAL PDZ FP-2	C-LANA FP	RTF Ca sens inh	DAGLB inhibitor	Structure
2	2	.	-3	-0.6	-3	.	-0.5	-22	-10	Fc1ccc(OCc2nnc(-c3ccccc3Br)o2)c(Cl)c1
0	35*	101	27	-1.5	0	0	21	-3	-1	O=C(Nc1ccccc1C(=O)N1CCCCCC1)c1ccc(F)cc1
1	-3	101	15	-1.4	0	-3	-0.2	-8	0	CN(C)CCCNc1c2c(nc3cc(-c4cccc(F)c4)nn13)CCC2
2	2	100	30	-0.6	.	1	1.8	-8	-9	COc1ccccc1CNC(=O)C1CC(c2ccccc2C(F)(F)F)=NO1 (centres undefined)

Next part
V-ATPase pHluor	Keap1 Nrf2 FP	DSG3 Ab inh	Arrestin-AP2 inh	CAL PDZ FP-1	NSD2 HMT inh	CAL PDZ FP-2	C-LANA FP	RTF Ca sens inh	DAGLB inhibitor	Structure
-3	2	99	-3	0.1	-1	.	-0.5	-1	-1	CCOC(=O)CSc1nnc(CNC(=O)c2cccs2)n1-c1cc(C)ccc1C
5	-6	114	3	-0.7	1	-1	0.3	11	2	CCCCC(C(=O)O)C(C)CC(=O)Nc1cccc(C(=O)O)c1 (centres undefined)
6	2	.	8	0.5	-2	1	.	-1	-10	NNC(=O)c1ccc(-c2ccccc2F)cc1
-1	-1	90	36	-0.6	.	-1	-2.8	-3	-2	CN(C)CCn1c(=O)n(C2CCCCC2)c(=O)c2c3c(sc21)CCCCC3
-3	-4	88	13	-0.5	0	10	0.1	-14	5	CC(C)[C@H](Nc1ccc(C(F)(F)F)cc1[N+](=O)[O-])C(=O)O
3	-6	117	1	-0.7	-5	-4	-0.7	-1	3	N#C/C(=C/c1cn(-c2ccccc2)nc1-c1cccc(S(=O)(=O)N2CCCC2)c1)C(=O)NCc1ccco1
1	0	102	12	-4.2	-2	-1	-1.0	-11	1	CCSc1ccc(NC(=O)c2cccnc2)cc1
-4	-8	103	7	0.2	3	-4	-1.2	1	-13	CCc1cccc(C)c1NC(=O)c1cccc(N(C)C)c1
-2	1	102	1	-1.6	-1	-1	-1.0	5	2	CS(=O)(=O)C1=C(O)C(=O)N(c2ccccc2)C1c1ccccc1 (centres undefined)
-1	1	91	-2	-1.2	0	-1	-2.5	0	-13	COc1ccccc1Oc1ccc2c(c1)C(=O)N(c1ccccc1)C2=O
-3	1	122	5	0.2	0	-5	1.2	-3	1	O=C(O)C1Cc2ccccc2CN1C(=O)c1ccco1 (centres undefined)
2	-2	97	6	-0.5	-2	.	-1.3	-5	-1	CCCCOC(=O)Nc1ccc(S(=O)(=O)Nc2nc(C)cc(C)n2)cc1

(next part)
V-ATPase pHluor	Keap1 Nrf2 FP	DSG3 Ab inh	Arrestin-AP2 inh	CAL PDZ FP-1	NSD2 HMT inh	CAL PDZ FP-2	C-LANA FP	RTF Ca sens inh	DAGLB inhibitor	Structure
5	1	114	33	1.2	1	0	-0.8	-7	0	Cc1ccc2nc(SCC(=O)N/N=C/c3ccc(C(=O)O)cc3)cc(C)c2c1
2	0	110	45	-3.0	0	.	-0.4	-5	-6	CC(C)(C)c1cc(NCc2ccccn2)n2ncc(-c3ccc(Cl)cc3)c2n1
-3	-6	103	14	-0.5	3	4	-0.2	-3	-4	Cc1ccccc1-c1nc(CN(Cc2c(C)nn(C)c2C)C2CC2)c(C)o1
0	-8	99	9	-2.9	0	-5	-0.3	-2	-4	O=C(N/N=C/c1ccc(OCC2COCCO2)cc1)c1ccc(Br)cc1 (centres undefined)
